# NCI-60 one-dose screen, 48 h, at 10 µM unless noted. Numbers give growth in % (100 = growth as untreated, 0 = no growth, -100 = all killed).
# A549/ATCC: A549/ATCC NSCLC | 81,000 compounds, 3.7% hits
# SK-MEL-5: SK-MEL-5 melanoma; 80,000 compounds, 6.4% hits
# SK-MEL-2: SK-MEL-2 melanoma | 77,000 compounds, 4.7% hits
# M14: M14 melanoma. 80,000 compounds, 6.2% hits
# MALME-3M: MALME-3M melanoma; 78,000 compounds, 5.8% hits; AID 1794766
# EKVX: EKVX NSCLC | 71,000 compounds, 3% hits | AID 1794765
# UACC-62: UACC-62 melanoma; 81,000 compounds, 5.4% hits; AID 1794756
# UACC-257: UACC-257 melanoma | AID 1794764 | 78,000 compounds, 4.4% hits
# * hit, by the source's call; . = no result given; & = joins results of further samples. Rule for the calls: active = growth percent below 10; inactive = the rest. Compounds as they come; 9.8% or so of the library scored in one or more.
entry	Molecule	A549/ATCC	SK-MEL-5	SK-MEL-2	M14
1	c1ccc2c3c(cc(CNCCNCc4cc5c(c6ccccc46)CCCC5)c2c1)CCCC3	86	95	101	96
2	Clc1ccc(/C=N/Nc2nc3ccccc3s2)c(Cl)c1	74	98	112	121
3	N[C@@H](Cc1cc(I)c(Oc2ccc(O)c(I)c2)c(I)c1)C(=O)O	103	110	90	101
4	O=C(CSCC(=O)N/N=C/c1ccccc1O)N/N=C\c1ccccc1O	38	24	17	-4.6*
5	CCOC(=S)Nc1ccc(S(=O)(=O)Nc2ccc(Cl)nn2)cc1	103	101	117	115
6	COc1ccc(/C=N/NC(=O)Cn2nc(Cc3ccc(OC)cc3)c3onc(C)c3c2=O)cc1	45	92	79	64
7	O=S(=O)(Nc1cc(Cl)ccc1Cl)c1ccc(-c2cnc(C3CC3)o2)cc1	45	31	39	29
8	O=Cc1cn(C(=O)c2ccc(Cl)cc2)c2ccccc12	97	100	105	99
9	Cc1ccc(S(=O)(=O)NCCCNc2cc(-c3cn(C(C)(C)C)nc3-c3ccccc3)ccn2)cc1	73	69	100	91
10	CC(O)CN(CCO)CCO (stereo unspecified)	101	105	111	93

entry	MALME-3M	EKVX	UACC-62	UACC-257
1	94	89	87	98
2	80	67	103	93
3	.	93	76	115
4	2.4*	45	11	26
5	108	101	99	109
6	51	61	48	77
7	56	59	33	51
8	96	101	90	100
9	90	74	74	95
10	96	93	104	96

# Following part
entry	Molecule	A549/ATCC	SK-MEL-5	SK-MEL-2	M14
11	O=C(O)CCOc1c(Cl)cc(Cl)cc1[N+](=O)[O-]	103	104	106	99
12	Cc1ccc(Cc2cnc(NC(=O)CN3C(=O)S/C(=C\c4ccc(Cl)cc4Cl)C3=O)s2)cc1	103	98	109	102
13	COc1cc(/C=N/Nc2nc(-c3ccc(F)cc3)c(C#N)c(N3CCOCC3)n2)ccc1O	90	102	114	114
14	CNC(=O)OCCC#N	103	105	103	102
15	CC(C)(C)c1cc(/C=C2\S/C(=N/c3ncn[nH]3)NC2=O)cc(C(C)(C)C)c1O	15	-25*	-7.9*	18
16	CN1CC(=O)N(/N=C2\C(=O)Nc3ccccc32)C1=S	100	93	104	95
17	C=CCOC(=O)C1=C(C)NC2=C(C(=O)CC(C)(C)C2)C1c1cc(OC)ccc1OC (stereo unspecified)	103	108	90	96
18	COc1cc(/C=C2\SC(=S)NC2=O)ccc1OCCCCOc1ccc(/C=C2\SC(=S)NC2=O)cc1OC	.	99	132	111
19	Clc1nc(Cl)nc(-c2cn(-c3ccccc3)c3ccccc23)n1	89	99	132	113
20	N/C(=N\C(N)=N\c1nc2ccccc2s1)c1cccc(Cl)c1	9.7*	104	100	96

entry	MALME-3M	EKVX	UACC-62	UACC-257
11	96	104	110	99
12	104	107	94	104
13	122	90	99	102
14	99	101	102	102
15	37	12	1.8*	18
16	92	80	82	106
17	99	105	81	97
18	89	106	97	104
19	126	111	95	87
20	102	83	86	113

# Later entries
entry	Molecule	A549/ATCC	SK-MEL-5	SK-MEL-2	M14
21	CCCCCCCCCc1ccc(OC(=O)CCl)cc1	104	101	112	106
22	O=C(NCc1ccccc1)c1ccncc1	97	100	101	108
23	Cc1nc(Nc2ccc(OCc3c(-c4ccccc4)no[n+]3[O-])cc2)c2c(C)nn(-c3ccc(Br)cc3)c2n1	96	91	97	89
24	O=C1OCC/C1=C\c1ccc(O)cc1	105	109	.	103
25	CC1=NN(C(=O)CSc2nnc3sc4ccccc4n23)C(=O)C1	102	98	102	104
26	O=C(N/C(=C/c1cc2cc(Cl)ccc2nc1Cl)c1nc2ccccc2[nH]1)c1ccccc1	109	105	112	98
27	CCNC(=O)N1N=C(c2ccc(N)cc2)c2cc3c(cc2C(C)C1=O)OCO3 (stereo unspecified)	94	103	123	104
28	Cc1cnc(Cl)nc1N1c2ccncc2Sc2ccncc21	103	110	102	.
29	C[C@H]1CNCc2ccc3ccccc3c21	100	110	131	100
30	COc1cccc2oc(-c3ccc(O)cc3)cc(=O)c12	71	95	100	100

entry	MALME-3M	EKVX	UACC-62	UACC-257
21	102	106	105	100
22	107	106	107	97
23	96	92	80	100
24	111	102	94	100
25	107	114	104	98
26	92	133	104	108
27	97	108	106	93
28	103	95	101	109
29	94	97	100	109
30	95	61	103	91

# (next part)
entry	Molecule	A549/ATCC	SK-MEL-5	SK-MEL-2	M14
31	CC(C)C(=O)Nc1ccc(C(=O)NC(=S)Nc2ccc(C(=O)O)cc2)cc1	110	94	105	105
32	Cc1nc(N)sc1-c1csc(Nc2ccccc2Cl)n1	87	99	93	101
33	COc1cc2c(cc1OC)C(=O)/C(=C/c1cc(-c3cc(OC)c(OC)c(OC)c3)n[nH]1)C2	96	85	118	92
34	CC(C)(C)n1cc(-c2ccnc(NCCCNS(=O)(=O)c3ccc(Cl)cc3)n2)c(-c2ccc(F)c(O)c2)n1	81	86	96	91
35	COc1ccc(/C=C/C(=O)Nc2cccnc2Nc2ccc(F)cc2)cc1OC	87	92	99	110
36	OCC1OC(n2cnc3c(N4CCCC4)ncnc32)C(O)C1O (stereo unspecified)	97	96	111	103
37	Clc1ccc(-n2ccnc2)c(-n2cnnn2)c1	96	107	125	111
38	CCCCCCCCCCCC/C=C\C1CC(=O)OC1=O (stereo unspecified)	113	104	.	103
39	Clc1nc(N/N=C\c2ccccc2)nc(N2CCCCC2)n1	105	103	105	.
40	CCOC(=O)CC(=O)N1CCSC1COc1ccccc1OC (stereo unspecified)	99	106	.	114

entry	MALME-3M	EKVX	UACC-62	UACC-257
31	97	97	92	128
32	95	.	92	88
33	101	.	94	93
34	95	84	90	95
35	130	96	80	96
36	112	.	110	106
37	117	100	112	100
38	101	106	96	131
39	101	104	91	101
40	118	116	109	104

# Following part.
entry	Molecule	A549/ATCC	SK-MEL-5	SK-MEL-2	M14
41	O=C1/C(=C\c2cn(Cc3ccccc3)c3ccccc23)c2ccccc2N1Cc1ccccc1	82	84	86	97
42	O=C(/C=C/C(=O)Nc1ccc(F)cc1F)Nc1ccc(F)cc1F	112&105	95&98	121	100&95
43	O=C(/C=C/c1coc(-c2ccc(Cl)cc2)n1)c1ccc(Cl)cc1	95	102	.	100
44	Cc1ccc(S(=O)(=O)Nc2ccccc2C(=O)NO)cc1	111	107	102	100
45	CC(C)Cn1cnc2c(=S)nc(N)[nH]c21	108	100	116	100
46	NS(=O)(=O)c1ccc(CCN2C(=O)/C(=C/c3ccccc3)C=C2c2ccccc2)cc1	104	100	105	106
47	Cc1ccc2nc(Cl)c(Cn3nnnc3SCc3ccccc3)cc2c1	92	93	97	89
48	O=C(O)c1ccc(-c2nn(-c3ccc(C(F)(F)F)cc3)cc2/C=N/Nc2cccc(Br)c2)cc1	69	.	86	78
49	CC(=O)c1nnn(-c2c(C(=O)n3nc(C)cc3C)sc(=S)n2-c2ccccc2)c1C	103	100	108	.
50	CCOC(=O)c1nc(SC)n(C)c1C(=O)OCC	100	105	101	105

entry	MALME-3M	EKVX	UACC-62	UACC-257
41	121	85	83	.
42	100&99	95	88&94	109
43	107	99	98	102
44	100	.	99	109
45	99	99	93	107
46	104	96	82	111
47	114	81	84	105
48	90	79	91	91
49	68	91	86	101
50	105	109	99	103

# Continued.
entry	Molecule	A549/ATCC	SK-MEL-5	SK-MEL-2	M14
51	COc1ccc(C(=O)/C=C/Nc2ccc(C(=O)O)cc2)cc1	102	100	.	103
52	COc1cccc(-c2nc3sccn3c2-c2ccnc(NCCN3CCCN(C(=O)OC(C)(C)C)S3(=O)=O)n2)c1	99	63	92	29
53	CCOC(=O)c1ccc(N=Nc2c(N)nc(N)[nH]c2=O)cc1	98	101	90	103
54	CC1CCC2(CC1)SCC(=O)N2NC(=O)Cc1ccccc1Nc1c(Cl)cccc1Cl (stereo unspecified)	94	97	104	98
55	CO[Si](OC)(c1ccccc1)c1ccccc1	90	108	105	98
56	CCCSc1nc(Nc2ccc(C(C)=O)cc2)c(C#N)c(-c2ccc(F)cc2)n1	67	97	103	105
57	O=C1/C(=C/c2cccc3c2OCO3)Cc2cc3c(cc21)OCO3	66	90	142	69
58	CC(C)CCc1nc2ccc(NCc3ccc(Cl)cc3)cc2[nH]1	94	89	106	89
59	c1ccc(N[n+]2ccc3ccccc3c2)cc1	104	104	.	107
60	Cc1cc(-c2ccccc2)n(Cc2nnc(SCC(=O)Nc3ccc(S(N)(=O)=O)cc3)o2)n1	91	97	95	109

entry	MALME-3M	EKVX	UACC-62	UACC-257
51	102	105	97	108
52	32	94	11	87
53	105	.	104	98
54	99	87	87	114
55	116	107	101	83
56	94	64	89	109
57	91	85	65	101
58	87	90	85	97
59	113	104	101	120
60	102	86	78	105

# (cont.)
entry	Molecule	A549/ATCC	SK-MEL-5	SK-MEL-2	M14
61	Cc1ccc(-c2nc(N3CCN(C(=O)Nc4ccccc4)CC3)c3ccccc3n2)cc1	63	90	111	89
62	O=C(NC1CCCCC1)C(c1cccs1)N(CCc1ccccc1)C(=O)c1ccco1 (stereo unspecified)	92	97	84	94
63	O=C(Nc1nc(-c2ccccc2)cs1)c1ccc(Cc2n[nH]c(=O)c3cccnc23)cc1	103	99	108	95
64	O=C(CSc1nnc(-c2ccc(Cl)cc2)n1-c1ccccc1)Nc1cccc(F)c1	2.7*	88	88	63
65	CC(C)C(=O)N1CCN(Cc2csc(Nc3ccc(C[C@@H](NC(=O)Cc4ccccc4)C(N)=O)cc3)n2)CC1	92	.	94	101
66	COc1ccc(S(=O)(=O)Nc2cc(/C=C\c3cc(OC)c(OC)c(OC)c3)ccc2OC)cc1	18	-20*	5.8*	8.4*
67	Cc1nc(-c2cc3ccccc3c(=O)o2)cs1	82	95	116	99
68	CCOCC(O)CN1CCN(c2ccccc2)CC1 (stereo unspecified)	100	130	97	101
69	CCOC(=O)CSC(SCC(=O)OCC)=C(C#N)NS(=O)(=O)c1ccc(Cl)cc1	92	91	100	95
70	O=c1c2ccccc2nc(CN2CCCC2)n1/N=C/c1ccc([N+](=O)[O-])cc1	97	100	100	96

entry	MALME-3M	EKVX	UACC-62	UACC-257
61	103	78	81	99
62	-11*	.	90	99
63	98	106	90	107
64	53	42	94	86
65	119	100	104	86
66	50	.	28	48
67	109	83	93	93
68	97	110	107	100
69	103	84	70	89
70	102	98	99	94

# Following part
entry	Molecule	A549/ATCC	SK-MEL-5	SK-MEL-2	M14
71	S=C1NCCO1	103	96	.	97
72	Cc1cc(C)c2c(N)c(-c3nc4ccccc4[nH]3)sc2n1	88	73	.	96
73	CC(Br)C(Br)c1cc2c(cc1Br)OCO2 (stereo unspecified)	72	104	91	94
74	CC(=O)N=C1N(/C=C2\C(=O)Oc3ccccc3C2=O)C(=O)/C(=C/c2ccc(OC(C)=O)cc2)N1C	105	102	113	108
75	Cc1ccc(-c2cc(C(=O)NCc3ccccc3)nn2-c2ccc(S(C)(=O)=O)cc2)cc1	84	96	100	102
76	COc1cccc(-c2cn3nc(-c4cn(C)c5ccccc45)sc3n2)c1	95	84	102	84
77	CC(=O)c1cccc(C)n1	102	110	94	101
78	NC(=S)N/N=C/c1cn(-c2ccccc2)nc1-c1cc2ccccc2oc1=O	46	46	39	22
79	N#Cc1c2ccccc2c2n1-c1ccccc1OC(c1ccccc1)C2=O (stereo unspecified)	10	11	60	41
80	O=C(OCCO)c1c(Cl)c(Cl)c(Cl)c(Cl)c1-c1c2cc(Br)c(=O)c(Br)c-2oc2c(Br)c(O)c(Br)cc12	108	97	104	102

entry	MALME-3M	EKVX	UACC-62	UACC-257
71	102	91	95	120
72	73	.	87	88
73	100	94	108	.
74	100	105	97	103
75	107	87	87	91
76	84	86	78	98
77	91	117	100	109
78	49	75	34	71
79	.	.	.	53
80	102	98	96	104

# Fetched by compound from the list above, 4 records:
entry	Molecule	A549/ATCC	SK-MEL-5	SK-MEL-2	M14
80	O=C(OCCO)c1c(Cl)c(Cl)c(Cl)c(Cl)c1-c1c2cc(Br)c(=O)c(Br)c-2oc2c(Br)c(O)c(Br)cc12	108	97	104	102
76	COc1cccc(-c2cn3nc(-c4cn(C)c5ccccc45)sc3n2)c1	95	84	102	84
78	NC(=S)N/N=C/c1cn(-c2ccccc2)nc1-c1cc2ccccc2oc1=O	46	46	39	22
72	Cc1cc(C)c2c(N)c(-c3nc4ccccc4[nH]3)sc2n1	88	73	.	96

entry	MALME-3M	EKVX	UACC-62	UACC-257
80	102	98	96	104
76	84	86	78	98
78	49	75	34	71
72	73	.	87	88

# (list continues)
entry	Molecule	A549/ATCC	SK-MEL-5	SK-MEL-2	M14
81	Cn1c(O)c(C=Nc2ccccc2C(=O)O)c(=O)n(C)c1=O	109	105	97	101
82	O=c1[nH]c2ccccc2cc1-c1nnc(-c2cccnc2)o1	101	101	93	99
83	NS(=O)(=O)c1ccc(-n2cc(CN3CCCCC3)nn2)cc1	105	100	109	.
84	CCCCn1cnc(-c2cc(-c3ccccc3)cc(C(F)(F)F)c2)n1	98	101	.	98
85	O=C(O)C(O)C(O)C(O)CO (stereo unspecified)	91	101	94	106
86	CC(CCC(=O)O)[C@H]1CCC2C3C(=O)C[C@@H]4CC(=O)CC[C@]4(C)C3CC(=O)[C@@]21C (stereo partly specified)	99	105	128	110
87	CC(=O)N(C(C)=O)c1ncc(-c2ccc(C(F)(F)F)cc2)c(NC2CCCCCC2)n1	58	55	.	86
88	CCCCCCCCCCCCC(C(=O)OCC)C(=O)OCC	119	99	121	111
89	O=C(OC1CCCCC1)c1ccc(Cl)cc1	103	96	112	111
90	CNC1=C([N+](=O)[O-])C(c2ccccc2)C(C#N)=C(c2ccc[nH]2)O1 (stereo unspecified)	102	97	102	103
91	O=C(CC(O)c1ccncc1)c1ccccc1O (stereo unspecified)	.	102	113	96
92	CC(=O)Cc1cc(-c2cc(CC(C)=O)nc(N)n2)nc(N)n1	98	100	109	104

entry	MALME-3M	EKVX	UACC-62	UACC-257
81	110	102	97	111
82	94	.	96	107
83	105	101	97	101
84	90	.	90	97
85	106	112	106	96
86	98	94	93	112
87	82	.	78	62
88	85	.	102	113
89	105	114	99	102
90	104	103	91	110
91	122	98	103	114
92	97	93	95	86
